High-throughput results deposited in PubChem BioAssay by Johns Hopkins Ion Channel Center.
CHT block – inhibits the human high affinity choline transporter | Q9GZV3 | CHT-expressing cells, membrane potential dye, choline response; hits give low values | B-score at 10 µM | 310,000 tested, 0.86% active;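 active = B-score over 3 SD under the library average, and starting fluorescence ratio not unusually high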;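 note: choline stimulus applied at its EC90 after an EC20 pre-addition; B-score computed on integrated fluorescence ratio after choline addition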
Target sequence (Q9GZV3 whole entry, looked up): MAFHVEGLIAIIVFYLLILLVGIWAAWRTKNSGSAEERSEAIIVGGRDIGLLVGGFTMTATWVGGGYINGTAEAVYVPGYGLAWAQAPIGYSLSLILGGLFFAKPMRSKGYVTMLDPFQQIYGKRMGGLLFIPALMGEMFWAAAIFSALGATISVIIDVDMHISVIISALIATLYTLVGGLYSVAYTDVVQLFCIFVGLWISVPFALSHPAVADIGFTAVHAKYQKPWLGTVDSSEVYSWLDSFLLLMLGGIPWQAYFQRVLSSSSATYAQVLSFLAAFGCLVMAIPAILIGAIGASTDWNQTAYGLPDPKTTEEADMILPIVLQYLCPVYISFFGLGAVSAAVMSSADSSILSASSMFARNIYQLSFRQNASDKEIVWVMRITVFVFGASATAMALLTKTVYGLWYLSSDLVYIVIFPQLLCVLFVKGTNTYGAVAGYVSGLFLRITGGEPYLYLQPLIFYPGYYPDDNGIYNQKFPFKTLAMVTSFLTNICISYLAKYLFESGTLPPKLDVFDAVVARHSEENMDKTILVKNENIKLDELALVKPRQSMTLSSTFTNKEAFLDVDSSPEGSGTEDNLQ
Kir21 block – inhibitors of mouse Kir2.1 inward-rectifier potassium channel | B-score at 10 µM | 310,000 tested, 0.85% active | P35561 | HEK293-Kir2.1, FluxOR thallium flux fluorescence; hits give low values;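 active = fluorescence ratio B-score at or below minus 3 SD of library scores, with starting-brightness B-score within 2 SD, cut at about -4.2 in these data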;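 note: channel flux triggered by added potassium and thallium sulfate stimulus; B-score of peak minus minimum fluorescence over baseline after thallium stimulus; more negative B-score means stronger Kir2.1 block with less thallium influx; some compounds called inactive have numbers as strong as hits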
Target sequence (P35561 whole entry, looked up): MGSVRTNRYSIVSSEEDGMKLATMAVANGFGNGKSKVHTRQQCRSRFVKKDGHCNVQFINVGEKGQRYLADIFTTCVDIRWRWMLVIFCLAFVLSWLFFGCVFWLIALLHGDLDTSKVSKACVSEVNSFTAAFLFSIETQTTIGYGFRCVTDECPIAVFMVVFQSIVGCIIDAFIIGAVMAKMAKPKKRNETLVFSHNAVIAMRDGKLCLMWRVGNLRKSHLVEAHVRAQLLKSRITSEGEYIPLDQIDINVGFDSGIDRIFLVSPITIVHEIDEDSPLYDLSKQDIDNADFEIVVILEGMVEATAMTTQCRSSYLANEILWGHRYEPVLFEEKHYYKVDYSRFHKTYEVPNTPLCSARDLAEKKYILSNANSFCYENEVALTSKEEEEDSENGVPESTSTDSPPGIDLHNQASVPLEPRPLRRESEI
KCNQ2 inh – KCNQ2 potassium channel inhibitors, primary screen, cell-based, CHO-K1, FluxOR thallium flux, B-score (AID 2156). O88943. 20 min; hits give low values. B-score at 10 µM. 310,000 tested, 1.1% active;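 active = fluorescence ratio B-score at most minus 3 library SDs, with starting brightness B-score within 2 library SDs, cut at about -5.5 in these data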
Numbers without * were called inactive; i = inactive; . = no result given.

SMILES	CHT block	Kir21 block	KCNQ2 inh
C/C=N\NC(=O)CNC(=O)CNC(=O)c1ccccc1	i	0.75	i
O=C1NC(=S)S/C1=C1\Sc2ccccc2N1CCCS(=O)(=O)O	i	0	i
O=C(Nc1ccccc1)NC1(C(=O)NCc2ccco2)CCCCC1	i	1.55	i
CCn1nnnc1SCC(=O)N1CCOCC1	i	0.01	i
O=C(CCc1ccccc1)Nc1nc2ccc(S(=O)(=O)N3CCOCC3)cc2s1	i	-1.16	i
CC1CCN(CCCNC(=O)c2n[nH]c(=O)c3ccccc23)CC1	i	-1.39	i
CCCOc1ccc(N2C(=O)CC(N(CCOC34CC5CC(CC(C5)C3)C4)C(C)=O)C2=O)cc1 (configuration not stated)	i	0.53	i
CCNC(=O)Cc1ccc(Br)cc1	i	0.98	i
O=C(Nc1cccc(C(=O)N2CCOCC2)c1)c1ncn[nH]1	i	1.76	i
CCC(C)Nc1cc(C)c(C#N)c2nc3ccccc3n12 (configuration not stated)	i	-0.66	i
NC(=O)c1nsc(C(=O)N(Cc2ccco2)C(C(=O)NCC2CCCO2)c2ccc(F)cc2)c1N (configuration not stated)	.	-0.94	i
CCN(CC)c1ccc(C=N/C(C#N)=C(\N)C#N)cc1	i	0	i
O=C(NCc1ccccc1)c1nc[nH]c1C(=O)NCc1ccccc1	i	0.83	i
CC(C)(C)n1nc2c(c1NC(=O)c1ccco1)CS(=O)C2 (configuration not stated)	i	1.75	i
COc1ccc(C(=O)CSc2nnc(-c3ccccc3)o2)cc1	i	0.34	i
COc1ccccc1-c1nc(SCC(=O)NCc2ccco2)c2c(=O)n(C)c(=O)n(C)c2n1	i	0.59	i
O=C(CNC(=O)c1cccc(Br)c1)N/N=C/c1ccc2c(c1)OCO2	i	-1.44	i
CCSc1nnc([C@H](Cc2ccccc2)NC(=O)OC(C)(C)C)o1	-7.02*	-0.41	i
Cc1cc(C(=O)N/N=C/c2ccccn2)n[nH]1	i	0.19	i
CC1CCN(CCCN2C(=O)C3C(C(=O)Nc4ccc(Cl)cc4)C4C=CC3(O4)C2C(=O)NC2CCCCC2)CC1 (configuration not stated)	i	-4.92e-16	i
CCCC(=O)c1cc(-c2nc3ccccc3n2C)n(C)c1	i	0.07	i
COc1ccccc1C(=O)Nc1nnc(S(=O)(=O)N2CCCCC2)s1	i	0.02	i
Cc1ccc(N(CC(O)Cn2c3ccccc3c3ccccc32)S(C)(=O)=O)c(C)c1 (configuration not stated)	i	-0.25	i
CCc1nccn1C(=O)c1cnn2c(C(F)F)cc(-c3ccccc3)nc12	i	-0.74	i
CC1CCC(NS(=O)(=O)c2ccc3c(c2)CC(=O)N3)CC1 (configuration not stated)	i	-0.34	i
COc1ccccc1N1CCN(C(c2ccc(C)cc2)c2nnnn2C(C)C)CC1 (configuration not stated)	i	-0.76	i
COc1ccc(-c2noc(CN(C)S(=O)(=O)c3ccc(Cl)cc3)n2)cc1OC	i	0.68	i
CCOc1cc2c(cc1OCC)C(c1ccc(F)cc1)NCC2 (configuration not stated)	i	-0.47	i
Nc1ccccc1C(=O)Nc1cccc(C(=O)O)c1	i	-1.16	i
OCC[C@@H]1C[C@H](O)[C@@H](O)[C@@]2(CCCc3ccccc3O2)O1	i	-0.64	i
NS(=O)(=O)c1ccc(NC(=S)NC(=O)c2ccco2)cc1	i	2.25	i
CC(Oc1ccccc1)C(=O)NC1=NCCS1 (configuration not stated)	i	0.37	i
CC(C)(C)OC(=O)N1CCC(c2c(C(=O)N3CCN(C(=O)c4ccco4)CC3)cnn2-c2ccc(F)cc2F)CC1	i	-0.05	i
O=C(CSc1ncccn1)N/N=C/c1ccc2c(c1)OCO2	i	-1.12	i
O=C(NCCC(=O)N1CCC2(CC1)NCCc1[nH]cnc12)c1cccc(C(F)(F)F)c1	i	0.96	i
O=C(CSc1n[nH]c(=O)n1-c1cccnc1)Nc1ccccc1	i	0.73	i
COc1ccc(NC(=O)CN(C)S(=O)(=O)c2cnc[nH]2)cc1	i	-1.14	i
CC(C)=NOC(=O)c1ccc(-c2ccccc2)cc1	i	0	i
Nc1ncnc(N2CCOCC2)c1N	i	1.68	i
Cc1cc(C)n(-c2nc3ccccc3c(=O)n2OC2CCCCC2)n1	i	-1.99	i
CC(C)c1ccc(C(=O)OCC(=O)NC2CCCC2)cc1	i	1.17	i
Cc1cccc(Cn2c(N3CCN(CCO)CC3)nc3c2c(=O)[nH]c(=O)n3C)c1	i	0.18	i
COc1cccc(C2c3[nH]c4ccccc4c3CCN2Cc2cnn(C)c2)c1 (configuration not stated)	i	1.76	i
COc1ccc(C)cc1NC(=O)CN1CCN(S(=O)(=O)c2ccc(C(C)C)cc2)CC1	i	-0.34	i
CCOc1ccc(-n2c(SCC(=O)NC3CCS(=O)(=O)C3)nnc2-c2cccnc2)cc1 (configuration not stated)	i	-0.08	i
Cc1cc(Nc2c(C)n(C)n(-c3ccccc3)c2=O)n2c(nc3ccccc32)c1C#N	i	-0.83	i
O=c1cc(O)c2c(=O)n(-c3ccccc3)c3c(c2o1)CCCCC3	i	1.35	i
O=C(CN1CCN(Cc2ccccc2)CC1)N/N=C/C=C/c1ccccc1[N+](=O)[O-]	i	1.66	i

Entries above that contain a cyano group (3):
SMILES	CHT block	Kir21 block	KCNQ2 inh
CCC(C)Nc1cc(C)c(C#N)c2nc3ccccc3n12 (configuration not stated)	i	-0.66	i
CCN(CC)c1ccc(C=N/C(C#N)=C(\N)C#N)cc1	i	0	i
Cc1cc(Nc2c(C)n(C)n(-c3ccccc3)c2=O)n2c(nc3ccccc32)c1C#N	i	-0.83	i

Further results follow.
SMILES	CHT block	Kir21 block	KCNQ2 inh
Nn1c(SCC(=O)NC(=O)NC2CCCC2)nnc1-c1ccccc1F	i	-1.01	i
CC(=O)Nc1c2c(nn1-c1ccccc1)CS(=O)C2 (configuration not stated)	i	1.87	i
Cc1ccc(C2NC(=O)c3c(sc4c3CCN(C)C4)N2)s1 (configuration not stated)	i	-1.48	i
CCOC(=O)C1(CCOc2ccccc2)CCN(Cc2ccc(OC)c(O)c2)CC1	i	-1.1	i
COc1ccc(C(CNC(=O)c2ccc(S(=O)(=O)N3CCCC3)cc2)N2CCOCC2)cc1 (configuration not stated)	i	2.1	i
CCOc1ccc(NC(=O)CSc2nnc(CCNC(=O)c3ccc(OC)cc3)n2CC)cc1	i	0.3	i
NNc1nc2ccc(Cl)cc2s1	i	0.83	i
O=C(NCC1CC1)Nc1ccc(Cl)cc1	i	-0.01	i
CC(C)NCCCCOc1ccc(Br)cc1Cl	i	-0.09	i
Cc1ccc2nc(C)cc(C(=O)OCC(=O)Nc3cccnc3Cl)c2c1	i	-0.47	i
CCOc1ccc(C(=O)NCC(=O)NCCOc2ccc(C)cc2)cc1	i	-0.6	i
Cc1nc(SCCO)c([N+](=O)[O-])[nH]1	i	0.06	i
CC(=O)c1ccc(NC(=O)CSc2nc(N)c3cc4c(nc3n2)CCCC4)cc1	i	-0.48	i
CN=C1CC(C)(C)CC(=O)/C1=C(/O)CCCN1C(=O)c2ccccc2C1=O	i	-0.04	i
CCOC(=O)c1ccc[n+](CC(=O)c2ccc(OC)cc2)c1	i	-0.34	i
CC1(C)CC2CC(C)(CN2C(=O)COC(=O)c2ccc(Cl)cc2N)C1 (configuration not stated)	i	0.6	i
O=C(O)c1cc(-c2ccc(/C=N/Nc3ccc([N+](=O)[O-])cn3)o2)ccc1Cl	.	-1.65	i
COc1cc(/C=C2\CCCc3c2nc2ccccc2c3C(=O)O)cc(Br)c1O	i	1.27	i
CN(C)CCNC(C(=O)Nc1cc(Cl)cc(Cl)c1)c1ccccc1 (configuration not stated)	i	-1.14	i
O=C(Nc1cc(-c2ccccc2)[nH]n1)c1ccccc1F	i	-1.02	i
C(=N\Nc1ncnc2sc3c(c12)CCC3)/c1cccs1	i	-1.69	i
COc1ccc(CN2CCN(Cc3ccccc3C(F)(F)F)CC2)c(OC)c1	i	-2.7	i
CCOc1ccc2nc(NCCNS(=O)(=O)c3ccccc3)c(C#N)cc2c1	i	0.75	i
CCOc1cccc(C(=O)Nc2ccccc2C(=O)N2CCN(C)CC2)c1	i	-2.23	i
O=C(C1CCN(c2ncnc3c2nc2n3CCCCC2)CC1)N1CCN(c2ccccc2F)CC1	i	1.44	i
CCc1cc2c(NCc3ccco3)ncnc2s1	-6.56*	-1.62	i
COc1ccc(-c2cc(C(=O)N3CCCC3)c3ccccc3n2)cc1OC	i	-1.06	i
O=C(NCc1ccccc1)[C@H]1C[C@@H]1[C@H](NP(=O)(c1ccccc1)c1ccccc1)c1ccccc1	i	1.99	i
CS(=O)(=O)N(CC(=O)NC1CCCC1)c1ccc(Oc2ccccc2)cc1	i	-0.46	i
O=c1oc2ccccc2c(NC2CCCCC2)c1NS(=O)(=O)c1ccc(F)c(Cl)c1	i	-0.41	i
Cc1cc(C)c(C)c(S(=O)(=O)N2CCN(C(=O)CCc3nc4ccccc4c(=O)[nH]3)CC2)c1C	i	-0.55	i
Cc1cccc(C)c1NC(=S)N(Cc1ccco1)C1CCN(C(C)C)CC1	i	0.01	i
CCS(=O)(=O)N1CCC(C(=O)Oc2ccccc2)CC1	i	-0.84	i
CCN(CC)C(=O)CN1C(=O)C2CC=C(Cl)CC2C1=O (configuration not stated)	i	1.2	i
C/C(=N\NC(=O)c1ccc(O)cc1O)c1cccnc1	i	-0.06	i
CC(C)C(=O)N1CCN(c2nc(-c3ccccc3)c3c(c2C#N)CC(C)(C)OC3)CC1	i	0.73	i
COc1ccc(CN2CCNC(=O)C2CC(=O)NCCN2CCCCC2=O)c(F)c1 (configuration not stated)	i	1.02	i
CCOC(=O)c1cc(NC(=O)c2cc(C)on2)cc(C(=O)OCC)c1	i	0.61	i
CCN1CCN(c2ccc(S(=O)(=O)N3CCCCC3)cc2NC(=O)c2cccc(C)c2[N+](=O)[O-])CC1	i	0.68	i
CCCCNC(=O)CCCCC(=O)N/N=C/c1ccccc1Cl	i	1.66	i
O=S(=O)(c1ccc(F)c(F)c1F)N1CCN(C(=S)Nc2ccccc2)CC1	i	0.16	i
Cc1csc(NC(=O)/C=C/c2ccc3c(c2)OCO3)n1	i	-1.32	i
CCc1cc(=O)oc2cc(OCC(=O)NC3CC(C)(C)NC(C)(C)C3)ccc12	i	-2.13	i
COc1ccccc1N(C)S(=O)(=O)c1ccc(Cl)c(C(=O)NNC(=O)c2ccccc2O)c1	i	0.05	i
Cc1ccc2c3c([nH]c2c1)C(=O)CC(C)(C)S3	i	-1.04	i
Cc1onc(-c2c(Cl)cccc2Cl)c1C(=O)n1nnc2ccccc21	i	-0.22	i
O=C(/C=C/c1ccco1)N/C(=C\c1ccccc1)C(=O)NCCc1nc2ccccc2[nH]1	i	-0.58	i
O=C(CSc1ccc(-c2nc3ccccc3[nH]2)cn1)Nc1ccc(S(=O)(=O)N2CCCC2)cc1	i	0.14	i
CCOC(=O)NC1C=CS(=O)(=O)C1 (configuration not stated)	i	1.55	i
Cc1ccccc1NC(=O)CSc1nnc2ccc(-c3ccccn3)nn12	i	-0.07	i
O=C(N/N=C/c1ccc(Cl)cc1Cl)c1ccncc1	i	3.56	i
O=C(c1cccs1)N1CCN(Cc2ccccc2[N+](=O)[O-])CC1	i	-1.02	i
CCOC(=O)c1c(Nc2ccccc2N)cc(C)nc1C	i	-0.34	i
CCOC(=O)C1=c2/c(=C/c3ccccc3OC)c(N)c(C#N)n2C(=O)C(c2ccccc2OC)S1 (configuration not stated)	.	0.54	i
O=C(CCSc1nnc2ccc3ccccc3n12)Nc1ccc(F)cc1	i	0.34	i
O=C(c1ccc2snnc2c1)N1CCN(c2ccccn2)CC1	i	-1.61	i
Cc1ccnc(NCc2ccc(Cl)cc2)c1	i	0.5	i
CCC1CCCCN1CCCNC(=O)CCNC(=O)Cn1cnc2ccccc2c1=O (configuration not stated)	i	-2.21	i
CCn1nc(C(=O)Nc2ccc(S(=O)(=O)Nc3nccs3)cc2)c2ccccc2c1=O	i	1.35	i
Cc1cc(C)nc(Oc2ccc(Br)cc2Br)n1	i	-0.26	i
Later entries:
SMILES	CHT block	Kir21 block	KCNQ2 inh
Cc1ccc(S(=O)(=O)Nc2cccc(C(=O)N3CCOCC3)c2)c(C)c1NS(C)(=O)=O	i	-0.21	i
O=C(NCc1ccco1)c1ccccc1	i	-0.16	i
CCOC(=O)COc1ccccc1C1Nc2ccccc2C(=O)N1c1cccc(Cl)c1 (configuration not stated)	i	1.99	i
N/C(=N\S(=O)(=O)c1ccc(Cl)cc1)N1CCOCC1	i	0.89	i
CC(C)c1ccc(N2C(=O)[C@@H]3Cc4ccccc4CN3C2=O)cc1	i	-0.11	i
C=CCc1ccc(OC(=O)NC2CCCCC2)c(OC)c1	i	0.2	i

Among those listed so far, 5 have a nitro group on carbon:
SMILES	CHT block	Kir21 block	KCNQ2 inh
O=C(CN1CCN(Cc2ccccc2)CC1)N/N=C/C=C/c1ccccc1[N+](=O)[O-]	i	1.66	i
Cc1nc(SCCO)c([N+](=O)[O-])[nH]1	i	0.06	i
O=C(O)c1cc(-c2ccc(/C=N/Nc3ccc([N+](=O)[O-])cn3)o2)ccc1Cl	.	-1.65	i
CCN1CCN(c2ccc(S(=O)(=O)N3CCCCC3)cc2NC(=O)c2cccc(C)c2[N+](=O)[O-])CC1	i	0.68	i
O=C(c1cccs1)N1CCN(Cc2ccccc2[N+](=O)[O-])CC1	i	-1.02	i
